# m5-HT2A agonist = activates the mouse 5-HT2A serotonin receptor | CHO-K1 mHTR2A beta-arrestin complementation, luminescence; percent of 30 µM serotonin response | activation, % at 7.6 µM | 360,000 compounds, 0.66% hits;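 active = activation above a run cutoff, the mean activation of all tested compounds plus 3 SD, cut at about 14% in these data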;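 also: 0% = plate median of compound wells and 100% = 30 µM serotonin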
# Target sequence (P35363 whole entry, looked up): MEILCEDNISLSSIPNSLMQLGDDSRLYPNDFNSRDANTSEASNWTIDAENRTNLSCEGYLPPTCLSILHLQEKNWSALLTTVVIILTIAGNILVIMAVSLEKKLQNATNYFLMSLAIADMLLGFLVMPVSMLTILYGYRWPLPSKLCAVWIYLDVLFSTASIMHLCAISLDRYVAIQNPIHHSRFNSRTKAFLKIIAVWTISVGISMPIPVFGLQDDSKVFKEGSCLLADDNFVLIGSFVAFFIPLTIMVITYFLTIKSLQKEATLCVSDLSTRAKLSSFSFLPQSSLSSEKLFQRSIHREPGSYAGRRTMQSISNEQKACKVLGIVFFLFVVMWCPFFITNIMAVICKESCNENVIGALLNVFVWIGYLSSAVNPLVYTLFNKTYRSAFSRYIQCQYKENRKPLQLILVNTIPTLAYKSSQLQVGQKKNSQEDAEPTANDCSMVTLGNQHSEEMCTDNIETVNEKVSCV
# PDI inh = blocks human protein disulfide isomerase activity | P07237 | PDI insulin aggregation turbidity, A650, 90 min | 350,000 compounds, 0.052% hits | inhibition, % at 10 µM;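 active = mean inhibition across replicates of 30% or more, whatever share of single replicates reach that level; inconclusive = mean inhibition below 30% while every single replicate reaches 30%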;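 also: absorbance from insulin aggregation driven by PDI reduction with DTT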
# Target sequence (P07237 whole entry, looked up): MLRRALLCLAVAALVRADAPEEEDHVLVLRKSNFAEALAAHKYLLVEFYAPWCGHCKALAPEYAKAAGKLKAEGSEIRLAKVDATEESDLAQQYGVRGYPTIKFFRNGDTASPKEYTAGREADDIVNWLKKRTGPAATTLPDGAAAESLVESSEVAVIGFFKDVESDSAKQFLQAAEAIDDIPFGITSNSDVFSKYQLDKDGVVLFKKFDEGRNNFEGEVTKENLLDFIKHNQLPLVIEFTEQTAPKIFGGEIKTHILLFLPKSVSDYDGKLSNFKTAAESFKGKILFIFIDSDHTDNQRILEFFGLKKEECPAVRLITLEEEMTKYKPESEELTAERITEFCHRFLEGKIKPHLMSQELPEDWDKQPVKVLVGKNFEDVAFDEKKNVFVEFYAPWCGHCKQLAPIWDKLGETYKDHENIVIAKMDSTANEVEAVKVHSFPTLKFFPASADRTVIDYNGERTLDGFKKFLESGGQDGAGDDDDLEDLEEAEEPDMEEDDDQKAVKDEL
# Cardio protect = modulators protecting cardiomyocytes from myocardial damage. protection from H2O2 cell death, % at 20 µM. AID 588492. 360,000 compounds, 0.63% hits. H9c2 cardiomyocytes, H2O2 injury protection, ATPLite, 2 h;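 active = compounds giving at least 50% protection of heart cells from peroxide-induced death in the single-dose screen, raw or plate-pattern-corrected value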;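 also: 0% = DMSO wells with peroxide and 100% = DMSO wells without peroxide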
# CaV13 ICDI inh = Primary screen for inhibitors of IQ motif and Ca2+-dependent inactivation inhibitor domain binding in CACNA1D, Förster resonance energy transfer in living cells, …; 340,000 compounds, 0.098% hits; AID 743397; inhibition, % at 12.3 µM; HEK cells, CFP/YFP FRET ICDI-IQ, plate reader, 10 min; percent FRET-ratio fall versus neutral wells;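 active = mean replicate inhibition of at least 30% and at least 1% of replicates passing that level; inconclusive = only one of the two criteria is met; inactive = neither criterion is met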;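 also: 0% = median of the neutral control wells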
# Vif inh = inhibitors of HIV Vif; HEK293T cells, Vif self-association by quenched fluorescence, imaging, 24 h; inhibition, % at 7.49 µM; 340,000 compounds, 0.35% hits; in the data active = inhibition above about 50%, passing the limit was not always enough; inconclusive = no clear call, values can overlap the other calls; inactive = below about 31%; also: some results filed as inactive read as strong as hits
# hiPSC survival = hiPSC single-cell survival enhancement; ATPlite luminescence; 100% = ROCK inhibitor wells, 0% = DMSO; survival enhancement, % at 20 µM; 360,000 compounds, 0.044% hits; AID 602274; in the data active = survival enhancement above about 18%;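 also: cells exposed to compounds for 16 hours before the ATP read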
# aDG glyco act = alpha-DG glycosylation activation; Pro5-aDG cells, alpha-DG glycosylation AlphaScreen (IIH6); 0% Pro5, 100% B10-LARGE cell signal; activation, % at 10 µM; 360,000 compounds, 0.22% hits; AID 624168;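 active = activation of at least 8% versus controls, or a plate z-score of at least 8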;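 also: Pro5 are CHO cells carrying HIG-tagged alpha-DG that lacks glycosylation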
# ABCB6 inh MLPCN = blocks the human ABCB6 transporter; Q9NP58; K562-ABCB6 porphyrin accumulation, flow cytometry, 1 h; stronger effect = lower value; fluorescence ratio to DMSO, % at 10 µM; 360,000 compounds, 0.19% hits; AID 602162;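 active = fluorescence ratio to DMSO below 75%, the collection mean minus 3 SD; inconclusive = too few cells collected in the well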;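 also: signal is porphyrin accumulated inside mitochondria; 100% equals median channel fluorescence of DMSO control wells; lower ratio means ABCB6 inhibition with less porphyrin fluorescence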
# Granule exo inh = lytic granule exocytosis inhibition | TALL-104 LAMP-1 surface exposure, flow cytometry; cells stimulated with thapsigargin and PMA | inhibition, % at 10 µM | 360,000 compounds, 0.66% hits;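 active = inhibition above about 55%, limit read from the data; inconclusive = no clear call, values can overlap the other calls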
# Glyco luc inh = blocks N-linked glycosylation in D54 reporter cells; D54 ERlucT glycosylation luciferase reporter, 24 h; percent of 100 nM tunicamycin response; reporter increase, % at 12.5 µM; 360,000 compounds, 0.23% hits;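 active = mean luciferase reporter signal, scaled so untreated is 0 and the glycosylation-blocking control 100, at or above a set limit in every replicate; inconclusive = mean reaches the limit but not every replicate does; inactive = mean below the limit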;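 also: luciferase carries N-glycosylation sites so blocking glycosylation raises the light; 0% = median of neutral control wells and 100% = median of 100 nM tunicamycin wells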
# * hit, by the source's call; ? = inconclusive; . = not tested or not shown.
SMILES,m5-HT2A agonist,PDI inh,Cardio protect,CaV13 ICDI inh,Vif inh,hiPSC survival,aDG glyco act,ABCB6 inh MLPCN,Granule exo inh,Glyco luc inh
CCCNC(=O)C1(C)CCN(C(=O)c2cc(F)ccc2C)C1 (centres undefined),-3,2,2,-11,5,-0.4,0.1,93,1,0
Cc1cnc([N+](=O)[O-])n1CCOC(=O)NC(=O)c1ccccc1,-5,0,8,-3,0,0.7,0.0,100,0,3
Cc1cc(C)cc(N2CC(C(=O)NC3CCCCC3)CC2=O)c1 (centres undefined),-8,4,-2,-3,-7,2.4,-0.1,157,-3,-1
COc1ccc(/C=N/n2c(C)cc(C)c(C(N)=O)c2=O)cc1,-4,-13,4,.,-2,-3.7,0.1,94,2,2
O=C(CSc1nncs1)NCCNC(=O)CSc1nncs1,7,-1,1,-15,0,0.5,-0.2,99,1,1
Cc1ccc2[nH]c(=O)c(CN(Cc3cccnc3)C(=S)NCCCN(C)C)cc2c1,-2,7,27,-3,4,0.2,0.0,97,0,-2
O=C(CSc1nc2ccccc2[nH]1)N1CCN(c2ccccc2)CC1,-9,9,0,-5,-12,0.7,-0.1,99,-7,-2
O=C(Nc1nncs1)c1c(F)c(F)c(F)c(F)c1F,-2,-1,0,-4,2,2.7,0.1,92,-7,-2
CCN(CC)S(=O)(=O)c1ccc(Nc2nc3ccccc3n3nnnc23)cc1,-3,-16,83*,-1,.,-1.6,-0.2,222,19,-2
COc1ccc(CCC(=O)Nc2cccc(S(=O)(=O)N3CCCC3)c2)cc1OC,2,2,0,-5,4,-0.4,-0.2,98,0,-1
COc1ccc(/C=N/n2c(-c3ccc(C)cc3)n[nH]c2=S)cc1OC,-1,-4,1,-4,99*,-0.7,0.1,102,0,3
O=C1CC(c2ccco2)CC(O)=C1C=NCC1NCCc2ccccc21 (centres undefined),6,-3,13,-6,.,-0.3,0.7,87,0,1
C=CCc1c(C)nc(-c2ccccc2)nc1N/N=C(\C)c1ccc(N)cc1,1,-2,5,-6,-4,-2.8,0.1,101,-1,2
O=c1[nH]c(NCCO)nnc1Cc1ccccc1,2,3,-1,-9,8,0.2,-0.2,100,5,1
Cn1c(NCc2ccco2)nc2c1c(=O)n(Cc1ccc(Cl)cc1)c(=O)n2C,-1,3,51*,0,-6,-1.7,0.2,104,2,-7
CSc1nc(=NC(C)=O)ss1,2,6,-7,-4,-7,-1.6,-0.1,82,1,-2
COc1ccc(C(C)(C)C)cc1NC(=O)COC(=O)c1cc(SC)ccc1Cl,-2,-7,-9,-5,0,-1.6,-0.1,98,-1,2
CC1CCN(C(=O)CN(C2CCCCC2)S(C)(=O)=O)CC1,2,-7,1,-2,-1,6.5,0.1,92,-2,1
O=C(CSc1nnc(-c2cccc(S(=O)(=O)N3CCCC3)c2)n1-c1ccccc1)Nc1cccc(C(=O)O)c1,2,3,6,-7,-6,-0.5,0.0,98,7,1
CNc1nc(SC)nc(N2CCOCC2)n1,-2,4,10,.,19,1.1,-0.2,97,0,-2
CC(CN1CCOCC1)OC(=O)C(C)(c1ccccc1)c1ccccc1 (centres undefined),-5,-20,-6,-5,2,1.1,0.0,92,-1,2
COc1ccc(OCCC(=O)OCC(=O)NCc2ccc(F)cc2)cc1,0,-3,-1,-3,-11,0.0,-0.1,97,-3,1
C=CCn1c(-c2cccs2)nc2ccccc21,-3,18,-6,.,2,-0.3,0.3,101,-2,-1
O=C1CN(C(=O)CNC(=O)c2ccccc2Cl)c2ccccc2N1,-1,-1,2,2,8,-1.2,0.1,103,-3,7
NC(=O)C1CCN(C(=O)CCC(=O)c2ccc(Br)cc2)CC1,1,9,7,-6,-4,-0.4,-0.1,92,-2,3
# Other results:
SMILES,m5-HT2A agonist,PDI inh,Cardio protect,CaV13 ICDI inh,Vif inh,hiPSC survival,aDG glyco act,ABCB6 inh MLPCN,Granule exo inh,Glyco luc inh
Cc1cccc(NC(=O)c2c(-c3ccccc3)noc2C)n1,-2,-7,7,8,-6,1.2,0.1,94,-2,-1
O=C1CCCC2=C1C(c1ccccc1O)C1=C(CCCC1=O)O2,-2,12,-6,.,-11,-1.7,0.0,96,-1,2
COc1ccc(NC(=O)c2cc(C3CCCCN3C(=O)CCCc3ccccc3)on2)c(C)c1 (centres undefined),0,0,14,-6,1,0.0,0.1,98,-6,-3
CCOc1cccc2sc(NC(=O)c3ccc(Br)s3)nc12,0,9,-21,-7,2,0.7,-0.1,99,19,-2
O=C(O)c1ccc(COc2ccccc2/C=C2\NC(=O)N(Cc3ccccc3)C2=O)cc1,3,17,0,-7,13,-0.7,0.3,96,1,1
O=C(c1cc(-c2ccncc2)nc2ccc(Br)cc12)N1CCN(c2ccccn2)CC1,0,0,46,-4,-6,-0.2,-0.7,89,6,1
CCOC(=O)N1CCC(NC(=O)CCS(=O)(=O)c2ccc3c(c2)CCN3C(C)=O)CC1,6,-16,-2,-4,.,2.3,0.0,84,1,2
COc1ccc(C(CNC(=O)c2ccc(NS(=O)(=O)c3cccc([N+](=O)[O-])c3)cc2)N2CCOCC2)cc1 (centres undefined),0,-6,9,.,7,0.0,-0.5,97,-2,0
CCOc1ccc(-c2cc(CCCC(=O)N3CCN(c4ccc(OC)cc4)CC3)no2)cc1,2,.,-13,-6,1,-1.6,-0.2,99,-2,-3
COCCN(C(=O)CSc1n[nH]c(-c2ccccc2)n1)c1c(N)n(CC(C)C)c(=O)[nH]c1=O,1,3,-7,-5,-3,-0.3,0.1,100,11,1
O=C(COc1ccccc1Cl)Nc1ccc(N2CCN(C(=O)c3ccccc3)CC2)cc1,-1,1,5,-12,-16,0.2,1.4,101,-6,-7
O=C(NCCCN1CCOCC1)c1cc2c([nH]c3ccccc32)c(-c2cccc(Br)c2)n1,-5,.,9,.,-18,0.3,-0.3,97,31,-5
CC(=O)N1CCN(C(=S)c2ccc(N(C)C)cc2)CC1,5,2,0,-7,22,-1.5,1.0,101,3,-1
C[C@H]1CN([C@@H](C)CO)C(=O)c2cccc(NC(=O)C3CC3)c2O[C@H]1CN(C)Cc1ccc(C(F)(F)F)cc1,-2,-3,12,-6,-6,5.5,-0.2,99,-4,4
CC(C)C(=O)Nc1cc2c(cc1C(=O)c1ccccc1)OCCO2,4,1,-8,-2,8,-0.5,0.6,99,-1,-1
CCCOc1ccc2oc(=O)c3c(c2c1)CCCN3C(=O)CN1CCc2ccccc2C1,4,-3,-4,-1,-7,-3.7,-0.4,99,2,-2
CC1CCCCC1NC(=O)CSc1ncnc2sccc12 (centres undefined),4,-5,0,-5,.,0.8,0.4,93,1,-1
COCCNc1nc(N)c([N+](=O)[O-])c(NC2CCCCC2)n1,4,-2,7,-3,-6,-0.6,-0.3,95,-25,7
Cc1ccc(NC2=C(Cl)C(=O)OC2OC(=O)c2ccco2)cc1 (centres undefined),-1,-2,1,-8,0,-0.9,0.2,98,-9,3
COc1c(F)c(F)c(C(=O)Nc2ccc(NC(=O)c3ccco3)cc2)c(F)c1F,-5,-1,-6,-3,-22,3.0,1.2,90,-4,-3
O=C(NCC(c1cccs1)N1CCOCC1)c1ccco1 (centres undefined),0,6,3,-5,-1,0.3,0.1,98,0,2
CN(C[C@H](Cc1ccccc1)N(C[C@H](Cc1ccccc1)N(CCC(C)(C)C)N=O)N=O)N=O,3,9,2,-6,-1,-0.9,0.2,91,26,-6
Cn1c(=O)c2c(nc(SCC(=O)OCc3ccccc3)n2C)n(C)c1=O,0,-4,-2,-5,2,0.3,0.1,94,-5,2
COc1ccc(-c2noc(CCC(=O)Nc3cccc(C(=O)NC4CC4)c3)n2)cc1OC,0,-6,9,-6,?,1.3,-0.4,101,-6,-1
CCCCC(=O)N1C/C=C\C(c2ccc(OC)cc2)N(Cc2ccc(F)cc2)C(=O)C1 (centres undefined),0,4,-1,-12,.,-0.9,0.2,95,-9,0
# Next section.
SMILES,m5-HT2A agonist,PDI inh,Cardio protect,CaV13 ICDI inh,Vif inh,hiPSC survival,aDG glyco act,ABCB6 inh MLPCN,Granule exo inh,Glyco luc inh
Cn1cccc1/C=C(/C#N)C(N)=S,-3,1,-4,-16,5,2.0,-0.4,96,-7,2
Cc1ccc(CNC(=O)COC(=O)[C@@H]2CC(O)CN2S(=O)(=O)c2ccc3c(c2)OCCO3)cc1 (some centres undefined),3,15,3,-3,9,0.5,0.0,98,2,12
O=C(NCCOc1ccccc1)C1CCN(C(=O)Nc2ccccc2)CC1,-4,4,6,-9,-1,2.3,0.0,101,-3,1
COc1cccc(CC(NC(C)=O)C(=O)NC2CCN(C(=O)C3CC3)CC2)c1OC (centres undefined),6,1,-2,2,10,0.8,0.0,97,2,2
O=C1C=C(c2cc3ccccc3s2)CCC1,-6,-1,-2,-4,5,-1.7,-0.1,98,-1,-5
O=C(CNC(=O)c1cccc(F)c1)OCc1cc(=O)n2cc(Br)ccc2n1,1,10,2,-3,5,1.7,-0.2,97,1,-1
O=C(OCC(=O)N(C1CCCCC1)C1CCCCC1)c1cnccn1,-2,-1,13,-5,9,4.5,0.0,102,6,4
Cc1ccc(-c2nnc(-c3ccncc3)n2-c2ccc(C)cc2)cc1,-1,-6,-3,-5,-6,-0.3,-0.2,93,1,1
O=c1c2ccccc2n2c(-c3ccc(C(F)(F)F)cc3)nnc2n1Cc1ccccc1,-5,-6,0,-3,-11,-1.3,0.4,95,-5,-7
Cc1ccc(-c2cc([C@H]3[C@H]4C=CC[C@@H](C)[C@@H]4C(=O)N3Cc3ccccc3)ccc2F)cc1,-3,10,-9,-8,0,-2.4,0.7,95,-1,-9
CCOC(=O)N1CCN(c2nc(-c3ccc(F)cc3)cs2)CC1,-2,-3,-9,-4,-4,-0.3,1.8,98,1,-2
Cc1ccc(CNc2nc(NC(C)C)nc3ccsc23)c(C)c1,-6,-41,-13,-8,-17,-1.6,1.3,93,8,-3
N/C(=N\OC(=O)Cc1ccc(-c2ccccc2)cc1)c1cccnc1,-1,-7,-14,-4,-8,0.7,0.7,100,-6,-3
O=C(NCC1CCCO1)c1sc2ccccc2c1Cl (centres undefined),1,12,-15,-8,-3,0.6,0.1,100,-2,-3
Cc1ccccc1NC(=O)c1oc(=O)c2ccccc2c1-c1ccccc1,-4,-2,-1,-3,-14,2.1,-0.2,101,0,-2
CC(=O)Nc1ccc(S(=O)(=O)NCC(=O)NCCc2ccc(S(N)(=O)=O)cc2)cc1,8,10,10,-2,6,-0.1,0.0,97,-3,3
CCOC(=O)c1c(CSC(=N)N)n(-c2ccccc2)c2cc(Br)c(OC(C)=O)cc12,-9,4,-26,-4,7,0.2,-0.2,99,81*,1
COc1ccc(OC)c(/C=C/C(=O)OCC(=O)Nc2cccc(C(C)=O)c2)c1,-2,13,4,-5,2,-0.3,0.0,99,-8,0
Cc1ccc(C(=O)COC(=O)CN2C(=O)C3C4C=CC(C4)C3C2=O)cc1[N+](=O)[O-] (centres undefined),7,11,2,.,-2,-0.7,0.0,102,22,1

# Screening results (PubChem)
